# Screening data (PubChem)
# RGS12 GoLoco inh = qHTS Assay for Inhibitors of RGS12 GoLoco Motif Activity (Red Fluorophore) | Guanine nucleotide-binding protein G(i) subunit alpha-1 (Homo sapiens), P63096 | Gai1:RGS12 GoLoco peptide FP, rhodamine, 10 min | Potency, µM (series often up to 61.6 µM), inactives show at the highest dose activity, negative = inhibition, most hits filed as inhibitors | 230,000 compounds, 0.44% hits | AID 880, 2007; active = well fitted inhibition curve with a large enough effect, not every such curve was filed as active; inactive = no such curve, though single readings can be large or run the other way; also: % is scaled to controls: 0 for no effect and ±100 for the full control effect; nearly all actives have a fitted effect of over 30% in size; many of its hits are not listed in these tables
# Target sequence (P63096 whole entry, looked up): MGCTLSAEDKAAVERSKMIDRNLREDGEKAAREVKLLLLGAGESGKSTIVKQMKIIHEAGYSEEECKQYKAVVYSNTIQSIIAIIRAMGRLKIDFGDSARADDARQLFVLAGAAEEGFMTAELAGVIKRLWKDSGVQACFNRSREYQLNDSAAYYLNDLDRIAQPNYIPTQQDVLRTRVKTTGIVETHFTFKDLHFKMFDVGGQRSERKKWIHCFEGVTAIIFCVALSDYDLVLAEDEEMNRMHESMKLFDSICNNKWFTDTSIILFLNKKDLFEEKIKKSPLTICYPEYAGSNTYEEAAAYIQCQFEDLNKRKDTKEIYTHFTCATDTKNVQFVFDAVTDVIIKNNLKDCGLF
# RECQ1 inh = qHTS Assay for Inhibitors of RecQ-Like Dna Helicase 1 (RECQ1). RECQ1 DNA unwinding, red fluorescence kinetic read. Potency, µM (highest dose often 57.3 µM), inactives show top-dose activity, negative = inhibition, hits mostly inhibitors. 240,000 compounds, 0.54% hits;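 also: plate controls were vehicle for no effect and no enzyme for full effect; nearly all actives have a fitted effect of over 30% in size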
# Target sequence (P46063 whole entry, looked up): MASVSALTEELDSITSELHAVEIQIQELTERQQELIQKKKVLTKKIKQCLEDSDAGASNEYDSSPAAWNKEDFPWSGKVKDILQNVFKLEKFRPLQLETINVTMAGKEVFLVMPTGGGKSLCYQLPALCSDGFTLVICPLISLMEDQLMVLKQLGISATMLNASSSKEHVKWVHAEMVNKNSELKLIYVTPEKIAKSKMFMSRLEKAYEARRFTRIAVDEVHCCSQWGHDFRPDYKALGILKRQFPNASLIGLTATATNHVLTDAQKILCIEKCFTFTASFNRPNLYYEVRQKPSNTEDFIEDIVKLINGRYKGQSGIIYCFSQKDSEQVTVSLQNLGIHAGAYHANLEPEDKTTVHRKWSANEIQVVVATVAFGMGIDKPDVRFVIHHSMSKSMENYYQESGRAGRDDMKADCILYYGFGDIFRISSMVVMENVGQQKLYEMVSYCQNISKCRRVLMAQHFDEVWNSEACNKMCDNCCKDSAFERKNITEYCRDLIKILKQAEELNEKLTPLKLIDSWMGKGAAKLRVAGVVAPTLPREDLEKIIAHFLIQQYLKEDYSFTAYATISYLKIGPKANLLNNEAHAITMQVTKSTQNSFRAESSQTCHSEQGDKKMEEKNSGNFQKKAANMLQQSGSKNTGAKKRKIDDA
#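 50 nM RECQ1T1 preincubated 15 min with compound in Tris pH 8.0 buffer with MgCl2, DTT, Tween-20 and 2.5 ug/ml poly(dI-dC); started with 200 nM TAMRA/BHQ-2 forked duplex and 2 mM ATP. Unwinding read as fluorescence (525/598 nm), two reads 2 h apart.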
# LMNA splice mod = qHTS Assay for Modulators of Lamin A Splicing; HeLa LMNA splicing GFP/RFP minigene ratio, 48 h; Potency, µM (top dose mostly 46.1 µM), for the others: at the top dose ratio change, negative = inhibition, usual class: inhibitors; 200,000 compounds, 0.01% hits; active = well fitted inhibition curve with a large enough effect in the signal ratio, with a control signal flat, not every such curve was filed as active; inconclusive = small, poorly fitted or top-dose-only effect, or effect the other way, or a change in a side signal; the % refers to the signal ratio; also: % is scaled to controls: 0 for no effect and ±100 for the full control effect
#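 S3 HeLa cells stably expressing lamin A-EGFP splicing minigene plus DsRed2, 600 cells/well, 48 h compound exposure at 37C. Laser-scanning cytometry; analysed as GFP (500-530 nm)/RFP (575-640 nm) total intensity ratio; 0.5% DMSO vehicle.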
# TRb-SRC2 inh = qHTS for Inhibitors of the Interaction of Thyroid Hormone Receptor and Steroid Receptor Coregulator 2; Thyroid hormone receptor beta (Homo sapiens), P10828; TRbeta-SRC2 peptide binding, fluorescence polarization; receptor liganded with 1 µM T3; Potency, µM (top dose mostly 106 µM), inactives show top-dose activity change, negative = inhibition, most hits filed as inhibitors; 280,000 compounds, 0.065% hits;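 also: plate controls were bound peptide for no effect and peptide without receptor for full effect; nearly all actives have a fitted effect of over 50% in size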
#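 Human TRb ligand-binding domain (0.6 uM) is mixed with 20 nM Texas Red SRC2 peptide and 1 uM T3; after compound addition and 5 hr at ambient temperature, polarization is measured and normalized to unbound and bound controls.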
# TR SRC2 fluor cs = Total Fluorescence Counterscreen for Inhibitors of the Interaction of Thyroid Hormone Receptor and Steroid Receptor Coregulator 2; TRb/SRC2 Texas Red total fluorescence interference; Potency, µM (titrated, usually from 106 µM), inactives show top-dose fluorescence change, negative = quenching; 280,000 compounds, 0.29% hits; active = well fitted curve in either direction with a large enough effect; inconclusive = small, poorly fitted or top-dose-only effect; also: % is scaled to controls: 0 for no effect and ±100 for the full control effect
#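 Flags fluorescent or light-absorbing compounds by total fluorescence, S + 2P, at 555 nm excitation and 632 nm emission. Mixture: 20 nM Texas Red SRC2 peptide, 0.6 uM human TRb LBD, 1 uM T3, 5% DMSO; compound exposure 5 h at ambient temperature.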
# ALDH1A1 inh = qHTS Assay for Inhibitors of Aldehyde Dehydrogenase 1 (ALDH1A1); Aldehyde dehydrogenase 1A1 (Homo sapiens), P00352; Purified ALDH1A1, NADH fluorescence, propionaldehyde substrate; Potency, µM (highest dose often 75.3 µM), for the others: top-dose activity, negative = inhibition, usual class: inhibitors; 220,000 compounds, 7.3% hits; AID 1030, 2008; active = well fitted inhibition curve with a large enough effect, not every such curve was filed as active; inconclusive = small, poorly fitted or top-dose-only effect, or another doubt; inactive = no such curve, though single readings can be large or run the other way;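 also: plate controls were no enzyme wells and a reference inhibitor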
# KDM4E inh = qHTS Assay for Inhibitors of Human Jumonji Domain Containing 2E (JMJD2E); Lysine-specific demethylase 4E (Homo sapiens), B2RXH2; JMJD2E catalytic domain, FDH-coupled NADH fluorescence (FDH is formaldehyde dehydrogenase); Potency, µM (highest dose often 57.1 µM), for the others: at the top dose activity change, negative = inhibition, most hits filed as inhibitors; 230,000 compounds, 1.6% hits; AID 2147, 2009; active = well fitted inhibition curve with a large enough effect, not every such curve was filed as active; inconclusive = small, poorly fitted or top-dose-only effect, or another doubt; inactive = no such curve, though single readings can be large or run the other way;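 also: 0% = wells with enzyme and -100% = buffer wells without enzyme; nearly all actives have a fitted effect of over 50% in size; many of its hits are not listed in these tables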
# SMN2 splice up = qHTS Assay for Enhancers of SMN2 Splice Variant Expression. HEK293 SMN2-luciferase splicing reporter, luminescence, 30-36 h. AID 1458, 2008. 210,000 compounds, 2.8% hits. Potency, µM (series often up to 46.1 µM), without a hit: at the highest dose activity change, positive = activation, actives largely listed as activators; also: % of control where 0% means no effect; nearly all actives have a fitted effect of over 55% in size
#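 HEK293 cells carry an SMN2 minigene-luciferase reporter in which exon 7 inclusion puts luciferase in frame. Cells were seeded at 2000 cells/well, attached for 10-12 hours, then exposed to compounds for 30-36 hours at 37C before ONE-Glo luminescence.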
# An asterisk follows results filed as active; i = inactive; ? = inconclusive; nt = not tested or not shown; & = joins results of further samples; [ ] = another dose, or the depositor's remark. Unless noted, calls follow the shape of the dose curve; as a rule, active = well fitted curve in the direction sought with a large enough effect; inconclusive = small, poorly fitted or top-dose-only effect, or another doubt; inactive = no such curve, though single readings can be large; an effect the other way counts as inactive or inconclusive. Potency is read from the fitted curve at half-maximal effect.
# Value order: RGS12 GoLoco inh | RECQ1 inh | SMN2 splice up | TR SRC2 fluor cs | ALDH1A1 inh | TRb-SRC2 inh | LMNA splice mod | KDM4E inh
> Cc1[nH]n(-c2ncc(-c3ccc(Cl)cc3)s2)c(=O)c1C(c1ccc(Cl)cc1)C(C#N)C#N (stereo not drawn)
    14% | -30% | -30%[inhibitor] | -22% | ? | 4% | ? | ?
> CCCC(=O)Nc1ccc(NC(=O)c2ccco2)cn1
    nt | -9% | nt | -2% | 2% | -8% | 4% | 2%
> CCOc1ccc(C2CC(c3ccc(OC)cc3)n3ncnc3N2)cc1 (stereo not drawn)
    3% | -6% | -15% | -1% | -11% | -1% | 1% | 4%
> O=C1CSC(c2cn(-c3ccccc3)nc2-c2cc3ccccc3o2)N1Cc1ccccc1 (stereo not drawn)
    -14% | -3% | -8% | 2% | ? | 6% | 1% | ?
> COc1cccc(/C(O)=C2/C(=O)C(=O)N(CCN3CCOCC3)C2c2cccnc2)c1 (stereo not drawn)
    -20% | 3% | 0% | -2% | 3.5µM* | -5% | -1% | ?
> O=C(N1CCOCC1)N1CCN(S(=O)(=O)N2CCOCC2)CC1
    1% | -1% | ? | 1% | -6% | 13% | -4% | 0%
> COc1cccc(/C=C/C(=C2/C(=O)N(c3ccccc3)N=C2C)c2ccccc2)c1OC
    -17% | -12% | -43%[inhibitor] | -5% | 1% | -3% | -5% | 5%
> C#CCOC(=O)C[N+](C)(C)C/C=C/c1ccccc1
    16% | -3% | nt | -1% | 2% | 2% | ? | -5%
> CSc1nc(C)nc2c1c(=O)n(C)c(=O)n2C
    17% | -5% | 4% | -7% | 7% | -4% | 4% | ?
> CCOc1ccc(NC(=O)CN2CCN(S(=O)(=O)c3ccc(Cl)cc3)CC2)cc1
    -6% | 13% | -6% | -3% | -7% | -3% | 18% | 2%
> Cc1nc(N=Nc2cc(S(=O)(=O)O)c3cc([N+](=O)[O-])cc(S(=O)(=O)O)c3c2)c(COP(=O)(O)O)c(C=O)c1O
    7%&-4%&-3% | ? | -31%&-20%[inhibitor] | 28µM*[quencher] | ? | 11%&13%&14% | -21% | 7.9µM*
> O=C1c2cccc3cccc(c23)C(=O)N1CCN1CCN(CC(O)COc2ccccc2)CC1 (stereo not drawn)
    5% | 6% | 2% | 2% | ? | 3% | -2% | ?
> O=C1N/C(=N/NC(=O)c2cccc3ccccc23)S/C1=C\c1ccccc1OCc1ccccc1
    0% | ? | -11% | -4% | 6% | -2% | -13% | 6%
> CC1CN(S(=O)(=O)c2cccc(C(=O)OCc3cc(=O)oc4cc(O)ccc34)c2)CC(C)O1 (stereo not drawn)
    2% | -21% | -34%[inhibitor] | -3% | -16% | 8% | -12% | ?
> CCOC(=O)c1[nH]cnc1C(=O)O
    -8% | 2% | 9% | 1% | -12% | 7% | 10% | ?
> COCCNC(=O)c1cn(C)c(=O)c2cc(OC)c(OC)cc12
    0% | i | -2% | -2% | -10% | -17% | 15% | ?
> Cc1cc2ccc(=O)oc2cc1OC[C@@H](O)C(C)(C)O
    1% | 2% | nt | -2% | ? | -7% | nt | ?
> CC(C)n1c2ccccc2c2nc3ccccc3nc21
    9% | 0% | -1% | -5% | -10% | 2% | 6% | -29%
> Cn1c(C(=O)N2CCN(c3nc4ccccc4s3)CC2)cc2sccc21
    -13% | 5% | nt | 0% | -5% | 0% | 4% | 6%
> CCN1C(=O)C(NC(C)=O)c2cc(OC)ccc21 (stereo not drawn)
    -15% | -3% | 1% | 3% | -5% | -2% | 8% | 0%
> CCOc1cc(CN2CCC(CO)(Cc3cccc(C(F)(F)F)c3)CC2)ccc1OC
    10% | -5% | nt | -1% | 7% | -6% | 8%[46 µM] | -4%
> O=C(Oc1ccc(C(=S)N2CCOCC2)cc1)c1ccccc1
    -2% | 0% | -7% | -1% | -2% | -5% | 23%[46 µM] | 10%
> COc1ccc(N(C(=O)CCl)C(C(=O)NCCc2ccccc2)c2cccs2)cc1Cl (stereo not drawn)
    3% | -16% | -80%[inhibitor] | -1% | -14% | -2% | ? | -5%
> O=C(O)C1CCCCC1C(=O)Nc1cccc(Cl)c1Cl (stereo not drawn)
    5% | 2% | 4% | 1% | 4% | -16% | 3% | 7%
> Clc1ccc(-c2ccc(SCc3ccccn3)nn2)cc1
    8% | -3% | ? | -2% | 6% | -1% | -7% | -3%
> COc1ccc(CNC(=O)CCNS(=O)(=O)c2cccc3nsnc23)cc1
    7% | -14% | -18%&-5% | -1%&-1% | 1% | 5%&3% | 14%[46 µM] | -5%
> COc1cccc(CCNC(=O)CC2C(=O)NCCN2CC(C)(C)C)c1 (stereo not drawn)
    4% | -3% | nt | -4% | ? | -6% | nt | ?
> CCN1CCN(S(=O)(=O)c2ccc3ccccc3c2)CC1
    1% | -3% | 2% | -1% | -13% | 7% | 4% | 5%
> CCC(=O)NCCCc1nc2ccccc2n1Cc1ccccc1F
    -2% | i | 17% | 1% | 14% | 6% | nt | 1%
> Cc1cc(C)nc(/N=C(\N)N(Cc2ccccc2)Cc2ccccc2)n1
    4% | i | -19% | -1% | ? | -3% | -15%[46 µM] | -5%
> CCN(CC)C(=O)C(=O)Nc1cccc(Br)c1
    7% | i | ? | -2% | -4% | 3% | 2%[46 µM] | 5%
> Cc1sc2ncnc(NCCCO)c2c1C
    3% | -8% | -33%[inhibitor] | -5% | 6% | -1% | -2% | -3%
> Cc1ccc(N(C(=O)c2ccc(S(=O)(=O)N(C)C)cc2)C2C=CS(=O)(=O)C2)cc1 (stereo not drawn)
    -3% | -2% | -24% | 0% | -1% | 0% | 12%[9.22 µM] | 3%
> CCOc1ccc(C(=S)N2CCOCC2)cc1OC
    7% | -3% | 4% | 0% | ? | -4% | -4% | -1%
> O=C(Cc1ccccc1)Nc1nnc(-c2ccco2)o1
    3% | -3% | -2% | 0% | 0% | 2% | 15%[46 µM] | -6%
> COCOc1ccc(OC)cc1C(=O)/C=C/c1ccc(OC)c(Br)c1
    -1%&1% | 5%&-3% | -4%&16% | -3%&-2% | 3%&-6% | 6%&1% | nt | -12%&-10%
> COc1ccccc1NC(=O)Nc1ccc(C(N)=O)cc1
    -4% | i | ? | -8% | -3% | -5% | nt | -2%
> O=C1CC(C(F)(F)C(F)(F)C(F)(F)F)=Nc2ccccc2N1
    -1% | -1% | -1% | 1% | 2% | 6% | -3% | 17%
> Cc1ccc(-n2nc(C)c3c(C)c(CCC(=O)NCc4ccco4)c(C)nc32)cc1
    0% | -3% | -12% | 1% | ? | -16% | 4% | ?
> Cc1csc(NC(=O)CSc2nnc(CCNC(=O)c3ccc(Cl)c(Cl)c3)n2C)n1
    -1% | -6% | -9% | 0% | 7% | 2% | 2% | 11%
> O=C(CCc1nc2ccccc2c(=O)[nH]1)OCc1nnc(-c2ccccc2)o1
    26% | -17% | -4% | -1% | -12% | -15% | -3% | 2%
> CC1(C)N([O-])C(c2ccccc2)=C[N+](=O)C1(C)C
    7% | -15% | -7% | -3% | -4% | 3% | 2% | -2%
> CCc1nnc(NC(=O)c2ccc(-c3cccc(C(F)(F)F)c3)o2)s1
    -2% | 3% | 19% | -5% | ? | -19% | 3% | -1%
> N/C(=N\NS(=O)(=O)c1ccccc1C(F)(F)F)c1ccccn1
    16% | -6% | nt | 0% | 7% | -5% | nt | 9%
> CSCc1ccc(C(=O)NCc2ccc(C)cc2)cc1
    9% | 0% | -19% | -2% | -3% | -1% | -7% | 1%
> Cn1cnnc1SCC(=O)Nc1ccc(Br)cc1F
    10% | -9% | -6% | 0% | -7% | -2% | 4% | 1%
> Cc1nc(C)c(C(=O)C2=C(O)C(=O)N(CCCN(C)C)C2c2ccco2)s1 (stereo not drawn)
    5% | -1% | -11% | 2% | ? | -1% | 6% | -15%
> CCN1C(=O)C(C)S/C1=N\S(=O)(=O)c1ccc(F)cc1 (stereo not drawn)
    -3% | ? | -6% | -1% | 5% | -5% | 4% | 10%
> O=c1[nH]c2ccccc2cc1-c1noc(-c2cccnc2)n1
    5% | -1% | -5% | -2% | -14% | 2% | -5% | ?
> COc1cc2c(cc1OC)C1(NCC2)C(=O)Nc2ccccc21 (stereo not drawn)
    6% | -8% | 4% | -2% | 3% | -1% | -2% | 1%
> Nn1c(SCC(=O)Nc2ccc(F)c(F)c2)nnc1C1CCCCC1
    -2% | -6% | -1% | 2% | -16% | 5% | -3% | 13%
> O=[N+]([O-])c1ccc(C[n+]2cc(-c3ccc(Cl)c(Cl)c3)n3c2CCCCC3)cc1
    1% | -14% | nt | -17% | nt | 0% | nt | 9%
> Cc1ccc(S(=O)(=O)NCc2nc3ccccc3[nH]2)cc1
    15% | -6% | -34%[inhibitor] | 3% | 10% | 1% | 9% | -3%
> COCCOC(=O)C1=C(C)NC2=C(C(=O)CC(C)(C)C2)C1c1cc2c(cc1Br)OCO2 (stereo not drawn)
    6% | -10% | 7% | 1% | -14% | -4% | -11% | ?
> CCc1cc2c(=O)[nH]c(-c3ccncc3)nc2s1
    2% | 4% | 41% | -3% | -1% | -5% | 26% | -2%
> COc1cc(OC)c(NC(=O)Cn2cccc2)cc1Cl
    6% | -2% | -19% | -1% | -11% | 2% | 6% | 3%
> CCN1CCN(c2nc(Nc3ccc(C)c(C)c3)nc(N)c2[N+](=O)[O-])CC1
    -3% | -1% | 12% | 2% | -3% | 1% | ? | 7%

# These rows are one share of the data. The share of hits here may be higher or lower than overall.
